Source: PubChem BioAssay
CHO parental Ca – signal in parental CHO cells, OX1R antagonist counter-screen | parental CHO-K1, ATP-induced calcium, Fluo-8 fluorescence | inhibition, % at 5.6 µM | 0.63% of 330,000 active;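 active = inhibition above that plate's mean sample inhibition plus 3 SD, cut at about 26% in these data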;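 note: 0% = ATP-challenged DMSO wells and 100% = DMSO wells without ATP; some compounds past the cut are filed as inactive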
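Material – parental CHO cells · Reagent – ATP stimulus · Compound – single nominal dose of 5.6 µM per compound · Detection – Fluo-8 fluorescence · Read-out basis – percent inhibition of calcium signal · Controls – ATP-challenged DMSO wells low, unchallenged DMSO wells high · Repeats – no replicates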
M1 ag – agonists of human M1 muscarinic receptor | P11229 | CHO-K1 hM1, Fluo-8 calcium fluorescence, agonist mode; 0% DMSO, 100% acetylcholine EC100 | activation, % at 3 µM | 0.33% of 360,000 active | AID 588814;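 active = activation above the run's mean compound activation plus 3 SD, cut at about 16% in these data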;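 note: peak over basal fluorescence ratio within a 140 s kinetic read after compound addition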
CHO-K1 Ca antag – nonselective inhibitor or artifact in parental CHO-K1 cells; ATP-induced calcium, Fluo-8 fluorescence; inhibition, % at 3 µM; 0.6% of 360,000 active;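 active = inhibition above a per-plate cutoff, the plate's mean sample inhibition plus 3 SD, cut at about 24% in these data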;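 note: 0% = DMSO plus EC80 ATP and 100% = DMSO alone without ATP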
CHO-K1 Ca PAM – nonselective activator or artifact in parental CHO-K1 calcium assay; AID 602247; activation, % at 3 µM; ATP EC20, Fluo-8 calcium fluorescence; 0% at ATP EC20, 100% at ATP max; 0.02% of 360,000 active;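 active = activation above the run cutoff, the mean activation of all test compounds plus 3 SD, cut at about 40% in these data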;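 note: peak over basal fluorescence ratio in a 140 s read after ATP addition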
V1R ag counter – counter-screen for oxytocin receptor agonists: human V1a receptor agonists; 0.25% of 320,000 active; activation, % at 3 µM; CHO-V1R cells, Fluo-8 calcium fluorescence, agonist mode; 0% DMSO, 100% 3 nM vasopressin; AID 2797; P37288;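 active = activation above the mean activation of all tested compounds plus 3 SD, per screening run, cut at about 20% in these data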;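 note: signal is peak over basal fluorescence ratio across a 100 second FLIPR read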
OXTR potentiator – potentiators of human oxytocin receptor. CHO-OTR cells, Fluo-8 calcium fluorescence, potentiator mode; 0% = oxytocin EC15, 100% = EC100. P30559. activation, % at 3 µM. 0.061% of 320,000 active;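 active = activation above that plate's cutoff, the mean activation of tested compounds plus 3 SD, cut at about 6.6% in these data, passing the limit was not always enough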;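 note: 100% uses oxytocin at 75 nM as the full agonist control; some results filed as inactive read as strong as hits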
Target sequence (P30559 whole entry, looked up): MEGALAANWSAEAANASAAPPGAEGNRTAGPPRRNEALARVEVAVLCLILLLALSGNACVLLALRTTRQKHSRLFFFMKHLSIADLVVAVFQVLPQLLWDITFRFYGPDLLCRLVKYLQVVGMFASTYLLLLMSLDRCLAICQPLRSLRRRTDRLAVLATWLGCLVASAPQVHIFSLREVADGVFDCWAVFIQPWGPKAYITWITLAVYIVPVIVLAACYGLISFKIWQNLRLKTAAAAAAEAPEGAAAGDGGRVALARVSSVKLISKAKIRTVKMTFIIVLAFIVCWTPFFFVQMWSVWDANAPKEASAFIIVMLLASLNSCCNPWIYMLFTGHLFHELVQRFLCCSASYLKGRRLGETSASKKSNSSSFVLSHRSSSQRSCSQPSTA
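System: human OTR in CHO cells / Also added: sub-maximal oxytocin, roughly EC15 / Control set: EC15 oxytocin low, 75 nM oxytocin high / Schedule: 6 min compound pre-incubation at room temperature, 100 s kinetic read / Compound: single-point 3.0 µM / Replication: singlicate / Technique: Fluo-8 calcium dye fluorescence / Read-out basis: % activation of max/min ratio relative to oxytocin controls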
CHO-K1 Ca ag – M1 agonist counterscreen hit in parental CHO-K1 cells; AID 602248; activation, % at 3 µM; Fluo-8 calcium fluorescence; scaled to maximal ATP response, vehicle zero; 0.48% of 360,000 active; in the data active = activation above about 15%;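 note: untransfected CHO-K1 host cells lacking M1 receptor as counterscreen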
TAAR1 antag – human TAAR1 antagonism | inhibition, % at 3 µM | 1.5% of 360,000 active | CHO RD-HGA16 TAAR1, Fluo-8 calcium fluorescence, antagonist;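 active = inhibition above a per-plate cutoff, the mean inhibition of test compounds on that plate plus 3 SD, cut at about 49% in these data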;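 note: 0% = DMSO plus EC80 beta-PEA response and 100% = DMSO alone without agonist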
Target sequence (Q96RJ0 whole entry, looked up): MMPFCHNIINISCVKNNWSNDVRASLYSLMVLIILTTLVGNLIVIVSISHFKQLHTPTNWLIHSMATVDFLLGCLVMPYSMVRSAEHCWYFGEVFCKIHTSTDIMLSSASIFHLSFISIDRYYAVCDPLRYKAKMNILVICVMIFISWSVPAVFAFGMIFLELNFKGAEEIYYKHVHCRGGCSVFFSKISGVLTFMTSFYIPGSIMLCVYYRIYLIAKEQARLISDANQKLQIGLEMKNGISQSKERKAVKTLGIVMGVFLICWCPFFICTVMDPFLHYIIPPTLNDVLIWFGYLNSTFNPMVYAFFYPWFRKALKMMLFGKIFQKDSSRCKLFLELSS
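System: RD-HGA16 CHO cells with stable hTAAR1 and Gα16 | Probe or stimulus: EC80 β-phenethylamine stimulus | Dosing: 3 µM, single point | Times: Dye loading 75 min at 37 °C, then 30 min room temperature | Measured by: Fluo-8 calcium-sensitive fluorescence | Read-out basis: % inhibition of agonist calcium response | Replicates: n of 1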
TAAR1 agonist – human TAAR1 agonism; Q96RJ0; CHO RD-HGA16 TAAR1, Fluo-8 calcium fluorescence; vehicle wells 0%, saturating PEA agonist 100%; activation, % at 3 µM; 0.99% of 360,000 active; AID 624467;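 active = activation above the mean activation of all test compounds in the run plus 3 SD, cut at about 38% in these data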
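Assay system – CHO-derived RD-HGA16 cells with stable Gα16 and human TAAR1 · Compound dosing – one-point dosing at 3 µM (nominal) · Incubation – 17-24 h seeding, 75 min 37 °C dye, 30 min RT · Measured by – kinetic Fluo-8 calcium fluorescence · Control set – DMSO vehicle as 0%, PEA at EC100 as 100% · Repeats – single well for each compound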
Starred values were filed as active, the others as inactive; . = no result given.

Start of the data: the first 2 compounds, to show the layout:
SMILES | CHO parental Ca | M1 ag | CHO-K1 Ca antag | CHO-K1 Ca PAM | V1R ag counter | OXTR potentiator | CHO-K1 Ca ag | TAAR1 antag | TAAR1 agonist
Cc1cc(OCC(=O)N(Cc2cccs2)C2CCS(=O)(=O)C2)ccc1Cl (configuration not stated) | -12 | -2 | -4 | 8 | 3.2 | -10 | 1.4 | -1 | 5
NC(=O)C1CCN(CCC(=O)Nc2ccc(Br)cc2)CC1 | -4 | -2 | -1 | 9 | 0.5 | 1 | 0.3 | 3 | 20

This part in full, from the first entry:
SMILES | CHO parental Ca | M1 ag | CHO-K1 Ca antag | CHO-K1 Ca PAM | V1R ag counter | OXTR potentiator | CHO-K1 Ca ag | TAAR1 antag | TAAR1 agonist
Cc1cc(OCC(=O)N(Cc2cccs2)C2CCS(=O)(=O)C2)ccc1Cl (configuration not stated) | -12 | -2 | -4 | 8 | 3.2 | -10 | 1.4 | -1 | 5
NC(=O)C1CCN(CCC(=O)Nc2ccc(Br)cc2)CC1 | -4 | -2 | -1 | 9 | 0.5 | 1 | 0.3 | 3 | 20
Cc1cc(C)c(NC(=O)CNC(=O)c2ccccc2OCc2c(C)noc2C)c(C)c1 | -27 | -4 | 9 | -11 | 0.4 | -5 | 0.4 | 5 | -1
CCCOc1ccc(-c2cc(C(=O)NCC3CCCO3)c3ccccc3n2)cc1 (configuration not stated) | -19 | -6 | 5 | -11 | -0.4 | -15 | 3.4 | 42 | 12
COc1ccc(N(C(C)=O)c2nc(C)cc(C)c2C#N)c(OC)c1 | -3 | -1 | -13 | 30 | 1.5 | -6 | 1.1 | 0 | 4
Cc1ccccc1CNC(=O)C(=O)NCC1CCCN1S(=O)(=O)c1ccccc1 (configuration not stated) | -14 | -4 | -5 | 11 | -0.6 | -10 | 0.6 | -35 | 2
COc1ccc(C2(C)NC(=O)N(CC(=O)Nc3ccc4ccccc4c3)C2=O)cc1OC (configuration not stated) | . | -1 | 8 | 5 | . | . | 6.3 | 40 | 9
CCOC(=O)c1cc(-c2ccc(Cl)s2)[nH]n1 | -5 | -3 | -7 | 17 | 0.5 | -1 | 1.1 | -24 | 3
CC(C)N(C(=O)CSc1nnc(Cn2nnc3ccccc32)n1C)C(C)C | -9 | -4 | -12 | 5 | -0.3 | -3 | 0.3 | -3 | 5
c1cc[n+](CCCC[n+]2ccccc2)cc1 | 0 | -1 | 13 | -8 | 0.2 | -1 | 0.0 | -30 | 5
Cc1ccccc1NC(=O)CN1C(=O)S/C(=C\c2ccc(-c3cc(C(=O)O)ccc3C)o2)C1=O | . | -5 | -7 | 26 | . | . | 2.6 | 8 | 5
CCOc1ccc(/C=C2\SC(=S)N(CCC(=O)Nc3cccc(C(=O)O)c3)C2=O)cc1 | -2 | -4 | -9 | 7 | 0.8 | 0 | 1.3 | 1 | -1
O=C(COC(=O)CCC(=O)c1ccccc1)NNC(=O)c1ccc(Cl)cc1 | -7 | -3 | -10 | 3 | -0.9 | 8 | 0.3 | -18 | 21
COC(=O)c1cccc(NC(=O)CSc2nnc(C)o2)c1 | -7 | -4 | -12 | 13 | -0.1 | -1 | 0.1 | -3 | -1
c1ccc(-n2c(-c3ccncc3)nnc2N2CCOCC2)cc1 | -1 | 0 | -6 | 7 | 0.3 | 0 | 0.0 | 2 | 4
NC(=O)c1c(NC(=O)Cc2ccccc2)sc2c1CCN(Cc1ccccc1)C2 | 8 | 2 | 2 | 20 | 8.3 | -9 | 5.7 | 33 | 15
O=C(CSc1ccc(F)cc1)Nc1ccc(C2SCCS2)cc1 | -5 | -5 | 0 | -8 | 0.5 | -9 | 0.8 | 5 | -1
CCN=C1SC(C(=O)Nc2cccc(C(=O)O)c2)CC(=O)N1CC (configuration not stated) | -8 | -3 | 4 | -5 | -0.1 | -17 | 0.0 | -3 | 8
COc1ccc(S(=O)(=O)Nc2ccc(Nc3ccccc3)cc2)cc1 | 0 | 3 | -5 | 14 | 6.3 | -6 | 2.0 | -6 | 13
O=C(CSc1nc2c(c(=O)n1-c1ccc(Cl)cc1)SCC2)Nc1nccs1 | -11 | -3 | 16 | -8 | -1.1 | -2 | 0.0 | -30 | 0
CCCn1c(SCC(=O)c2ccc(OC)c(OC)c2)nc2c1c(=O)n(C)c(=O)n2C | -12 | -1 | 6 | 0 | -0.1 | 0 | 0.6 | -3 | 6
CCOc1cc(C=NNC(=O)c2cccc(S(=O)(=O)N3CCCC3)c2)ccc1O | -14 | -6 | -15 | 6 | 1.2 | -4 | 4.4 | -6 | 7
CN(C)C(=O)CSc1nnc(-c2ccncc2)n1Cc1ccco1 | 0 | -3 | -15 | 20 | -0.1 | -8 | 6.7 | 23 | 3
CCOc1ccc(NC(=O)c2cc3c(=O)n(C)c4ccccc4c3n2C)cc1 | -13 | -1 | 4 | 12 | -0.4 | 0 | 0.5 | -8 | 2
CCOC(=O)CNC(=O)CSc1nc(C(C)C)nc2c1cnn2-c1ccccc1 | . | -2 | -4 | 22 | . | . | 0.0 | -17 | 1
Cc1[nH]c2ccccc2c1CN1CCN(c2ccccn2)CC1 | 2 | -7 | -11 | 21 | 0.2 | -6 | 0.6 | -11 | 6
O=C(CNS(=O)(=O)c1ccc(F)cc1)N1CCCCCC1 | 0 | -13 | -9 | 1 | 1.8 | -19 | 1.3 | -7 | 12
O=C1CN(C(=O)CSc2nc3ccccc3c(=O)n2CC2CCCO2)c2ccccc2N1 (configuration not stated) | -26 | 0 | -14 | 15 | 1.2 | 7 | 0.3 | 30 | 6
Cc1cc2ncn(S(=O)(=O)c3ccc(S(=O)(=O)N4CCOCC4)cc3)c2cc1C | -8 | -4 | -4 | 18 | -0.4 | -5 | -0.2 | 0 | 12
COCCNC(=O)C(OC(=O)c1cc2oc(C)cc2n1C)C(C)C (configuration not stated) | 14 | -3 | -2 | -5 | -0.2 | -4 | 0.1 | 7 | 13
CC(=O)N1CCN(c2nc(CC(C)C)c3c(c2C#N)CCC3)CC1 | -32 | -7 | -12 | 18 | 1.1 | -14 | 0.4 | 15 | -1
CC1(C)Cc2c(C#N)c(N3CCN(C(=O)c4ccccc4)CC3)nc(Cc3ccccc3)c2CO1 | -22 | -1 | 0 | 13 | -0.8 | -13 | 0.0 | 0 | 5
CSCC[C@H](NC(=O)OC(C)(C)C)c1nnc(SCC(N)=O)o1 | 0 | -2 | -17 | 17 | -0.4 | -18 | 1.6 | -16 | 10
Cc1cc(N(CCO)CCO)ccc1N=Nc1cc(F)ccc1F | 10 | -4 | 5 | -10 | 0.5 | -15 | 3.4 | 31 | 5
COc1ccc(-c2nn(-c3ccccc3)cc2/C=N/O)cc1OC | -4 | 4 | 6 | -5 | 0.0 | -7 | 0.5 | 5 | -1
C/C(CCc1ccc2c(c1)OCO2)=N\N=C1\NC(=O)CC(C(=O)Nc2ccccc2)S1 (configuration not stated) | -13 | -4 | 1 | 6 | 0.4 | -4 | 0.2 | 11 | 5
CC(=O)NNC(=O)c1sc(=S)n2c1[nH]c(=O)c1sccc12 | -6 | -3 | -4 | 12 | 1.4 | -1 | 0.8 | -8 | 2
CN(C[C@H](Cc1ccccc1)N(CCN(CCc1ccccc1)N=O)N=O)N=O | -11 | -2 | -14 | 12 | 3.6 | -14 | 4.3 | 21 | 35
CC(C)Nc1nc(-c2ccccn2)nc(-c2ccccc2)c1C#N | -11 | -6 | 3 | -4 | 1.5 | -12 | 0.2 | 2 | -1
CCOc1ccc(NC(=O)CSC(N)=O)cc1 | -5 | -3 | -7 | 9 | 1.7 | -24 | -0.2 | 0 | 6
COc1ccc(C(C(=O)NC2CCCC2)N(C(=O)c2snc(C(N)=O)c2N)c2cccc(O)c2)cc1 (configuration not stated) | 3 | 2 | 19 | -6 | 8.9 | -8 | 6.7 | . | .
O=C(Nc1oc2ccccc2c(=O)c1-c1ccc(Cl)cc1)c1ccco1 | -7 | 3 | 1 | -11 | 0.2 | -5 | 0.3 | 5 | -3
Cc1ccc(C(=O)NC2CCN(CC(=O)NC3CCC(C)CC3)CC2)cc1 (configuration not stated) | -19 | -8 | 8 | 14 | 1.2 | -8 | -0.1 | -12 | 0
C[C@H](CO)N1C[C@H](C)[C@@H](CN(C)C(=O)c2ccc(N3CCN(C)CC3)cc2)OCc2cnnn2CCCC1=O | . | -10 | 17 | -5 | . | . | -0.2 | -18 | 2
COc1cccc(-c2cc3nc(NCCCN(C)C)n(C)c(=O)c3s2)c1 | . | -4 | -3 | 5 | . | . | 0.1 | -21 | 0
Cc1ccc(S(=O)(=O)N(C)C)cc1NC(=O)COC(=O)CCC1CCCCC1 | -16 | -2 | -2 | 15 | 2.9 | -18 | 3.4 | 9 | 4
Cc1cc(C)n(CCC(=O)N/N=C/c2ccccc2O)n1 | -3 | -4 | 3 | -5 | -0.2 | -1 | 0.5 | 7 | 6
CCOC(=O)Cc1csc(NC(=O)CCN2C(=O)c3cccc([N+](=O)[O-])c3C2=O)n1 | -8 | -2 | -12 | -15 | -0.8 | 3 | 0.6 | -9 | -2
O=C(NCC1CCCO1)c1ccc2c3n(nc2c1)-c1ccccc1CO3 (configuration not stated) | -20 | -5 | -5 | 9 | 0.6 | -5 | -0.2 | 7 | 12
Cc1ccc(N(C(C)C(=O)N2CCN(Cc3ccccc3)CC2)S(C)(=O)=O)cc1 (configuration not stated) | 0 | 0 | -10 | 14 | 1.7 | 2 | 1.6 | -7 | 1
CC1CCCN(C(=O)C2CCN(c3nc(-c4ccccc4)nc4c3CCC4)CC2)C1 (configuration not stated) | -26 | -5 | -19 | 29 | -1.0 | -1 | -1.3 | -36 | -2
Cc1ccc(S(=O)(=O)N2CCN(C(=O)C3CCCC3)CC2)cc1C | -26 | -1 | -10 | 4 | 3.7 | -13 | 3.0 | -7 | -2
Cc1onc(-c2c(Cl)cccc2Cl)c1C(=O)NN1CCCCCC1 | -14 | -8 | -6 | 10 | 0.6 | 0 | 0.5 | -16 | -1
O=C(Nc1ccnn1C1CCN(CC2CC=CCC2)CC1)c1ccccc1Cl (configuration not stated) | -17 | -5 | -9 | 2 | 0.1 | -15 | 4.0 | -17 | 13
CCn1nc(C)c(CNC(=O)CC2C(=O)NCCN2CC(C)(C)C)c1C (configuration not stated) | -10 | -5 | 0 | 11 | 1.4 | -8 | -0.2 | -18 | 2
NCCCCCc1cn([C@@H](CO)C(=O)NCCCCCCCCCCC(=O)N2CCNCC2)nn1 | 5 | -9 | -25 | 19 | 0.8 | -4 | 0.6 | -8 | 9

Rows are unselected (roughly 3.3% active in at least one column).
